# High-throughput results deposited in PubChem BioAssay by National Center for Advancing Translational Sciences (NCATS).
# HCMV inh: blocks human cytomegalovirus replication; HFF cells, HCMV-luciferase reporter, 72 h; hits give low values; activity change, negative = inhibition, % at 57.5 µM; 410,000 compounds, 4.5% hits; AID 1259415; in the data active = activity change below about -60%; inconclusive = no clear call, values can overlap the other calls; inactive = above about -39%
#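 Compounds were evaluated in HFFs infected with an HCMV luciferase reporter virus (MOI 1 PFU/cell). Luciferase in lysates collected 72 h post infection served as the replication measure.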
# Sm TGR inh: S. mansoni TGR enzyme inhibition | Q962Y6 | purified TGR, DTNB reduction, TNB absorbance 405 nm | Potency, µM (series often up to 114 µM), for the others: at the highest dose activity change, negative = inhibition, hits mostly inhibitors | 360,000 compounds, 3% hits; note: potency is the fitted concentration of half-maximal effect; nearly all actives have a fitted effect of over 60% in size
#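 First, TGR (20 nM dispensed) and NADPH were mixed with compound. Second, a 15 min room-temperature incubation followed. Third, further NADPH and then DTNB were added to start the reaction. Finally, TNB absorbance was monitored kinetically.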
# AMA1-RON2 inh: inhibitors of Plasmodium falciparum AMA1-RON2 interaction; AlphaScreen AMA1-biotinylated RON2 peptide binding; Potency, µM (doses to about 58.2 µM), for inactives: at the top dose activity change, negative = inhibition, most hits filed as inhibitors; 360,000 compounds, 0.2% hits; AID 720542;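 note: potency is the fitted concentration of half-maximal effect; 0% = vehicle wells and -100% = peptide control; nearly all actives have a fitted effect of over 45% in size; some results filed as inactive show a strong effect at the top dose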
#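 AMA1 (3D7) with his tag at 25 nM final met compounds first, then biotinylated RON2 peptide at 25 nM; detection used donor plus acceptor beads, 10 µg/mL apiece, read by AlphaScreen after 30 min at room temperature.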
# AmpC no deterg: AmpC beta-lactamase inhibition without detergent. AmpC nitrocefin hydrolysis, absorbance 480 nm, 0.0001% Triton. Potency, µM (highest dose often 57.1 µM), for the others: at the top dose activity change, negative = inhibition, actives largely listed as inhibitors. 330,000 compounds, 0.52% hits. AID 485341;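 note: potency is the fitted concentration of half-maximal effect; plate controls were no compound for no effect and no enzyme for full effect; nearly all actives have a fitted effect of over 20% in size; some results filed as inactive show a strong effect at the top dose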
# Target sequence (P00811 whole entry, looked up): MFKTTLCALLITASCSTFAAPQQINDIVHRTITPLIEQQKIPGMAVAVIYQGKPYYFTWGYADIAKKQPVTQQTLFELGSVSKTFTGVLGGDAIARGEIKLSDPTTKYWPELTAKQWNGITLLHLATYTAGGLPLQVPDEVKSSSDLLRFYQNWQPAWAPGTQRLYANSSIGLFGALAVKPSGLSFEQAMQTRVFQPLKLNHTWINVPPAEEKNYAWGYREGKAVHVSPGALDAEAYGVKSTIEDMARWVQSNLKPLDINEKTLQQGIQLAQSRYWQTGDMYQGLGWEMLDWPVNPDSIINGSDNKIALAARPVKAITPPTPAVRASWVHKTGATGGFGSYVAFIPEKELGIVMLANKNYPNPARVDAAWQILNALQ
#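 20 mM phosphate pH 7.0 + 0.01% (detergent screen) or 0.0001% Triton X-100; 5.3 nM AmpC reagent; cpd preinc 15 min RT; nitrocefin (800 uM stock) to start; A480 q20 s × 4 min; Activity was normalised to no-enzyme and no-compound control wells.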
# Giardia FBPA inh: inhibitors of Giardia lamblia fructose-1,6-bisphosphate aldolase. A8B2U2. purified Giardia FBPA. Potency, µM (doses to about 59.6 µM), without a hit: at the highest dose activity, negative = inhibition, usual class: inhibitors. 290,000 compounds, 0.71% hits. AID 2451; note: potency is the fitted concentration of half-maximal effect; nearly all actives have a fitted effect of over 55% in size
# Target sequence (A8B2U2 whole entry, looked up): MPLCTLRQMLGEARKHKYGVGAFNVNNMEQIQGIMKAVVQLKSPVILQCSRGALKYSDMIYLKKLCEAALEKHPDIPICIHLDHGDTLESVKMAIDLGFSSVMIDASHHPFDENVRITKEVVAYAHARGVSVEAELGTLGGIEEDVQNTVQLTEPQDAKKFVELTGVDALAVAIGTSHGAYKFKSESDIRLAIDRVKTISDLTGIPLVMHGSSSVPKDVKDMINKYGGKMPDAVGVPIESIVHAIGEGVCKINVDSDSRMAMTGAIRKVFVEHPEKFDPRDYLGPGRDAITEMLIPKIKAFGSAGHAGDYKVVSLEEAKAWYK
#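 40 nM FBPA preincubated 10 min at RT with compound (up to 57.5 uM final), then substrate plus GAPDH/TPI/NAD/arsenate coupling and diaphorase/resazurin added. Fluorescence read after 20 min at RT, 525/598 nm.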
# AmpC detergent: blocks E. coli AmpC beta-lactamase in detergent assay. Potency, µM (series often up to 114 µM), for the others: at the top dose activity change, negative = inhibition, actives largely listed as inhibitors. P00811. AmpC hydrolysis of nitrocefin, absorbance 480 nm, 0.01% Triton. AID 485294. 370,000 compounds, 0.041% hits;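 note: potency is the fitted concentration of half-maximal effect; 0% = no-compound wells and -100% = no-enzyme wells; nearly all actives have a fitted effect of over 25% in size; some results filed as inactive show a strong effect at the top dose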
#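 AmpC (5.3 nM in the dispensed reagent) in 20 mM phosphate pH 7.0 with 0.01% (detergent screen) or 0.0001% Triton X-100 was preincubated with compounds for 15 min at room temperature. Nitrocefin was then added from an 800 uM solution, and hydrolysis was followed at 480 nm.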
# Starred values were filed as active, the others as inactive; ? = inconclusive; · = no result given; & = joins results of further samples; [ ] = remark or other dose. Unless noted, calls come from the whole dose curve; as a rule, active = well fitted curve in the direction sought with a large enough effect; inconclusive = small, poorly fitted or top-dose-only effect, or another doubt; inactive = no such curve, though single readings can be large; an effect the other way counts as inactive or inconclusive. Unless noted, % is set by controls: 0 for no effect and ±100 for the full control effect.
item	compound	Giardia FBPA inh	HCMV inh	AmpC no deterg	AmpC detergent	AMA1-RON2 inh	Sm TGR inh
1	Cc1ccc(NC(=O)CCc2c(C)nn(-c3ccc(N4CCCCC4)nn3)c2C)cc1F	·	-4.3&67.3	82.0%[activator]	2.4%&18.8%	-8.7%	-12.7%&0.0%
2	COc1cc(OC)c(NC(=O)c2csc3c2CCC(C)C3)cc1Cl (stereo not drawn)	·	6.8	·	16.6%	·	4.9%
3	Cc1ccc(N2CC(NC(=O)c3ccc(S(=O)(=O)N4CCCCC4)cc3)CC2=O)cc1 (stereo not drawn)	·	67.7	·	0.7%	·	-6.2%
4	COC(=O)c1ccccc1NC(=O)Cc1nc(-c2ccccc2)sc1-c1ccc(C)cc1	-10.8%	-2.1	-26.9%	-8.4%	-3.7%	-8.2%
5	CCOC(=O)CN1C(=O)S/C(=C/c2ccc3c(c2)n(C)c(=O)n3C)C1=O	0.8%	76.4	-24.5%	2.6%	10.4%	-2.6%
6	COc1cccc(N/C(SC)=C(/C#N)C(N)=O)c1	1.0%	-7.1	-20.3%	-17.9%	1.8%	-0.8%
7	Cc1cc(C)c(C#N)c(SCc2c(F)cccc2[N+](=O)[O-])n1	9.1%	5.8	-29.3%	-2.8%	-13.8%	7.8%
8	COc1ccccc1NS(=O)(=O)c1cc(NC(=O)c2cccnc2)ccc1N1CCCCC1	·	?	16.5%	·	-7.3%	·
9	Cn1cc(C(=O)N/N=C/c2cccc(O)c2)ccc1=O	-0.3%	-1.0	-9.0%	-1.0%	0.7%	8.7%
10	CC(=O)Nc1ccc(CN2CCCC(CCC(=O)NCc3ccccc3F)C2)cc1 (stereo not drawn)	-2.5%	-24.3	-16.2%	-9.4%	8.3%	-3.0%
11	Cc1cc(C(=O)O)ccc1NCc1ccncc1	-0.6%	19.7	-41.6%	?	6.7%	3.1%
12	CCOc1ccc(-n2c(SCC(=O)c3c(N)n(C)c(=O)n(C)c3=O)nnc2-c2cccnc2)cc1	-0.4%	-27.1	-31.2%	-3.4%	-0.8%	5.1%
13	O=S(=O)(Nc1ccc(-n2cnnn2)cc1)c1ccc(Cl)cc1	·	43.5	-25.9%	-11.6%	6.0%[11.6 µM]	8.8%
14	CCN(CC(=O)Nc1c(F)cccc1F)C(=O)C1CCN(S(=O)(=O)c2ccc(C)c(C)c2)CC1	·	-26.5	60.3%[activator]	?	-1.1%	-0.7%
15	CN(C)CCCNC1=CC(=O)CC(c2ccccc2)C1 (stereo not drawn)	5.6%	?	-19.2%	5.3%	1.7%	25.1%
16	O=C(COc1ccc(S(=O)(=O)N2CCOCC2)cc1Cl)NCC1CCCO1 (stereo not drawn)	14.2%	-9.3	-1.5%	1.3%	-7.0%	3.5%
17	O=C(NCC(c1cccnc1)N1CCc2ccccc21)c1ccccc1Br (stereo not drawn)	·	-16.5	·	-8.3%	·	-0.8%
18	O=C(Nc1nccs1)c1cc(S(=O)(=O)N2CCOCC2)ccc1Cl	-4.9%	-5.0	-13.2%	5.1%	15.3%	-8.0%
19	O=C(Nc1cc(C(F)(F)F)ccc1N1CCCCC1)c1cccc([N+](=O)[O-])c1	2.5%	-76.8*	-20.5%	-1.1%	?	14.9%
20	CC(Cc1cccs1)NC(=O)NC1CCCCC1 (stereo not drawn)	5.8%	37.7	-12.7%	?	13.6%	1.1%
21	O=C(N/N=C\C=C\c1ccc2c(c1)OCO2)c1ccc(F)cc1	10.8%	-29.6	-34.3%	-15.0%	39.2%[activator]	-0.7%
22	Cc1ccc(NC(=O)c2csc3c2CCCC3)cc1	?	34.0	1.5%	-0.8%	-16.8%	20.1%
23	CN(Cc1ccccc1)S(=O)(=O)c1cccc(C(=O)O)c1	25.7%	5.3	-18.0%	1.0%	9.3%	-4.1%
24	Cc1ccc(C(=O)OCC(=O)Nc2ccccc2Sc2ccccc2)cc1C	-0.6%	-23.0	-25.6%	-2.2%	6.7%	-3.5%
25	CN(C)C(=O)CCc1ccc2c3c([nH]c2c1)[C@]1(C)[C@@H](C(=O)N2CCCCC2)C[C@H](CC(=O)NCCc2ccccn2)C(=O)N1CC3	·	5.6	61.3%[activator]	·	62.7%[activator]	·
26	CC1S/C(=C(\C#N)C(=O)NCc2ccco2)N(Cc2ccco2)C1=O (stereo not drawn)	-5.3%	28.4	-27.9%	-7.5%	-0.1%	-22.3%[11.4 µM]
27	COc1ccc(N(C(=O)Cn2nnc(-c3ccc(Cl)cc3)n2)C(C(=O)NCC2CCCO2)c2ccc(C)cc2)cc1 (stereo not drawn)	0.1%	-29.0	?	-5.0%	-6.9%	2.1%
28	COc1ccc(-c2ccnc(-c3ccncc3)n2)cc1	0.2%	7.9	-3.3%	2.4%	11.7%	-3.0%
29	Cc1ccc(/C(O)=C2/C(=O)C(=O)N(CCCn3ccnc3)C2c2ccccn2)cc1 (stereo not drawn)	0.2%	·	-8.0%	-6.9%	·	3.4%
30	Cc1ccc(NC(=O)c2cnn(-c3ccccc3)c2C)cc1	-17.6%	38.6	-15.3%	-11.6%	9.3%	-25.7%

# Shown with values under each structure: part of the list above
# The line under a structure holds: Giardia FBPA inh	HCMV inh	AmpC no deterg	AmpC detergent	AMA1-RON2 inh	Sm TGR inh
18) O=C(Nc1nccs1)c1cc(S(=O)(=O)N2CCOCC2)ccc1Cl
  -4.9%	-5.0	-13.2%	5.1%	15.3%	-8.0%
19) O=C(Nc1cc(C(F)(F)F)ccc1N1CCCCC1)c1cccc([N+](=O)[O-])c1
  2.5%	-76.8*	-20.5%	-1.1%	?	14.9%
20) CC(Cc1cccs1)NC(=O)NC1CCCCC1 (stereo not drawn)
  5.8%	37.7	-12.7%	?	13.6%	1.1%
21) O=C(N/N=C\C=C\c1ccc2c(c1)OCO2)c1ccc(F)cc1
  10.8%	-29.6	-34.3%	-15.0%	39.2%[activator]	-0.7%
22) Cc1ccc(NC(=O)c2csc3c2CCCC3)cc1
  ?	34.0	1.5%	-0.8%	-16.8%	20.1%
23) CN(Cc1ccccc1)S(=O)(=O)c1cccc(C(=O)O)c1
  25.7%	5.3	-18.0%	1.0%	9.3%	-4.1%
24) Cc1ccc(C(=O)OCC(=O)Nc2ccccc2Sc2ccccc2)cc1C
  -0.6%	-23.0	-25.6%	-2.2%	6.7%	-3.5%
25) CN(C)C(=O)CCc1ccc2c3c([nH]c2c1)[C@]1(C)[C@@H](C(=O)N2CCCCC2)C[C@H](CC(=O)NCCc2ccccn2)C(=O)N1CC3
  ·	5.6	61.3%[activator]	·	62.7%[activator]	·
26) CC1S/C(=C(\C#N)C(=O)NCc2ccco2)N(Cc2ccco2)C1=O (stereo not drawn)
  -5.3%	28.4	-27.9%	-7.5%	-0.1%	-22.3%[11.4 µM]
27) COc1ccc(N(C(=O)Cn2nnc(-c3ccc(Cl)cc3)n2)C(C(=O)NCC2CCCO2)c2ccc(C)cc2)cc1 (stereo not drawn)
  0.1%	-29.0	?	-5.0%	-6.9%	2.1%
28) COc1ccc(-c2ccnc(-c3ccncc3)n2)cc1
  0.2%	7.9	-3.3%	2.4%	11.7%	-3.0%
29) Cc1ccc(/C(O)=C2/C(=O)C(=O)N(CCCn3ccnc3)C2c2ccccn2)cc1 (stereo not drawn)
  0.2%	·	-8.0%	-6.9%	·	3.4%
30) Cc1ccc(NC(=O)c2cnn(-c3ccccc3)c2C)cc1
  -17.6%	38.6	-15.3%	-11.6%	9.3%	-25.7%

# More entries
item	compound	Giardia FBPA inh	HCMV inh	AmpC no deterg	AmpC detergent	AMA1-RON2 inh	Sm TGR inh
31	O=C(NC1CCCCC1)Oc1cc2oc(=O)sc2cc1Br	-21.1%	-29.0	-37.7%	2.5%	0.0%	3.16µM*
32	N#CC1=C(N)Oc2n[nH]c(-c3cccs3)c2C1c1ccco1 (stereo not drawn)	?	35.7	-25.9%	?	-7.7%	31.6µM*
33	Cc1cc(C)nc(N/N=C/c2ccccc2OCc2ccc(Br)cc2)n1	-8.7%	48.0	17.8µM*	-12.4%	12.3%	-8.8%
34	CN(C(=O)COC(=O)c1ccc2c(c1)OCO2)C1CCS(=O)(=O)C1 (stereo not drawn)	3.1%	-29.5	1.4%	?	-5.2%	2.3%
35	CN=c1scc(-c2ccc(OC)cc2)n1/N=C(\C)c1cccnc1	0.6%	?	52.8%	-5.5%	?	5.7%
36	Cn1cc(CN2CCC(Oc3ccc(C(=O)N4CCCCC4)cc3)CC2)cn1	2.2%	35.5	-3.2%	-14.8%	-12.7%	1.8%
37	O=C(O)CCC(=O)NCc1ccc(C(=O)O)cc1	3.2%	8.7	-4.9%	5.4%	5.0%	14.5%
38	COc1ccc(/C=C/C(=O)Nc2ccncc2)cc1OC	3.5%	6.0	19.0%	?	-5.9%	14.5%
39	COc1ccc(CCNC(=O)c2ccc(Cn3c(=O)c4ccccc4n(Cc4ccc(C)cc4)c3=O)cc2)cc1OC	·	11.3	·	15.5%	·	-0.9%
40	O=S(=O)(c1cccc(-c2csc(-c3cccnc3)n2)c1)N1CCOCC1	-4.8%	?	36.8%	5.9%	0.0%	-2.9%
41	Cc1csc2nc(COc3ccc(NC(=O)COc4ccc(F)cc4)cc3)cc(=O)n12	·	-20.5	·	-4.4%	·	0.0%
42	CCOC(=O)C1=C(N)OC2=C(C(=O)CC(C)(C)C2)C1c1ccoc1 (stereo not drawn)	-7.3%	-33.9	-6.3%	-6.6%	0.0%	0.6%
43	CC(=O)c1c(C)[nH]c(C(=O)Nc2ccccc2N2CCOCC2)c1C	1.0%	119.7	-28.4%[11.4 µM]	?	0.0%	-16.6%
44	COc1ccc(NC(=O)c2ccc3c(c2)n(C)c(=O)n3C)cc1	-11.2%	47.1	-15.8%	-5.6%	-21.0%	-7.0%
45	COc1ccc(-c2sc3cc4c(cc3c2-c2ccc(OCCN3CCOCC3)cc2)OCO4)cc1	·	12.1	-9.5%	·	5.5%	·
46	CCCCc1nnc(NC(=O)c2ccc(N3CCCC3=O)cc2)s1	·	-3.2	-4.9%	?	10.3%	-7.2%
47	CCOc1c(Cl)cc(C(=O)Nc2ccccc2-c2ccccc2)cc1Cl	8.6%	-14.5	-25.7%	3.5%	-2.5%	26.7%
48	CN(c1ccc(C(=O)NCc2cccs2)cc1)S(=O)(=O)c1ccccc1	-10.9%	?	-2.1%[2.29 µM]	0.7%	-6.3%	2.4%
49	O=C1CSCN1c1ccc(Cl)c(Cl)c1	0.2%	-7.0	-11.1%	1.2%	-4.1%	·
50	CC(OC(=O)c1cccc([N+](=O)[O-])c1)C(=O)NCc1ccc2c(c1)OCO2 (stereo not drawn)	·	0.1	13.9%	-5.9%	-12.5%	-7.6%
51	Cc1ccc(-c2csc(NC(=S)NC(=O)c3ccco3)n2)cc1	-21.2%	11.1	-15.4%	-4.7%	1.1%	-27.6%

# Rows are unselected; overall some 7.8% were active at least once.
